Screening results as filed in PubChem BioAssay.
SRC1 TRFRET art – TR-FRET detection interference compounds, primary screen, artefact control for PPARgamma SRC-1 recruitment agonists, biochemical, TR-FRET emission ratio; TR-FRET detection artefact counter-screen; active compounds read high; TR-FRET ratio at 8 µM; 0.34% of 99,000 active; in the data active = TR-FRET ratio above about 2300; also: inactives centre near 1800
SRC3 TRFRET art – TR-FRET detection interference compounds, artefact control for PPARgamma SRC-3 recruitment agonists, biochemical, TR-FRET ratio | AID 1048, 2008 | 0.39% of 99,000 active | TR-FRET artefact counter-screen, PPARgamma/SRC-3 format; active compounds read high | TR-FRET ratio at 8 µM; in the data active = TR-FRET ratio above about 2000; also: inactives centre near 1600
Numbers without * were called inactive.

Every second line gives: SRC1 TRFRET art	SRC3 TRFRET art
Oc1ccc(CN2CCC(Cc3ccccc3)CC2)c2cccnc12
 : 1591	1524
COc1ccc(C2=NC(CO)(CO)CO2)cc1
 : 1924	1575
CCS(=O)(=O)N1N=C(c2ccc(NS(C)(=O)=O)cc2)CC1c1ccccc1 (stereo not drawn)
 : 1686	1585
Cn1cccc1/C=C1/SC(=S)N(CC(=O)O)C1=O
 : 1798	1487
CCOC(=O)c1sc(NC(=O)CCN2CCN(CC)CC2)c(C(=O)OCC)c1C
 : 1792	1621
O=C(CCOc1ccccc1)Nc1ccccc1[N+](=O)[O-]
 : 1652	1495
Cc1ccnc(NC(=O)CN2C(=O)c3ccccc3C2=O)c1
 : 1926	1781
CCC1Sc2ccccc2N(CC(=O)NC2CC2)C1=O (stereo not drawn)
 : 1844	1412
CCCCN1C(=O)C(O)(CC(=O)c2ccco2)c2cc(Br)ccc21 (stereo not drawn)
 : 1905	1558
Cc1c(CNC2CCCC2)c(C(=O)O)c(C)n1Cc1ccccc1
 : 1664	1276
CC(=O)c1ccc(N2Cc3ccccc3/C2=N\C(=O)Nc2ccc(Cl)cc2)cc1
 : 1852	1571
C=CC[n+]1c(-c2ccc(Cl)cc2Cl)csc1Nc1ccc(NC(C)=O)cc1
 : 1479	1536
CC(C)c1cc(=O)n2[nH]c(N)nc2n1
 : 2125	1667
CCN(CC)C(=O)c1ccccc1NC(=O)CN1C(=O)c2ccccc2C1=O
 : 1714	1532
C=CCn1c(COc2cc(C)ccc2C(C)C)nnc1SCC(=O)c1c(N)n(C)c(=O)n(C)c1=O
 : 1415	1505
CCCn1c(N/N=C(C)\C=C\c2ccccc2)nc2c1c(=O)[nH]c(=O)n2C
 : 1905	1562
COc1ccc2nc(NNC(=O)COc3ccccc3)sc2c1
 : 1868	1602
CCCCCC(=O)NNC(=O)Nc1ccccc1
 : 1766	1492
Cc1c(Cl)cccc1NC(=O)CCCn1nc([N+](=O)[O-])cc1C
 : 2085	1427
CCOC(=O)C1CCN(S(=O)(=O)c2nc3nc(C)cc(C)n3n2)CC1
 : 1700	1733
O/N=C/c1cn(-c2ccc(Cl)cc2)nn1
 : 1656	1419
CN(C)S(=O)(=O)N1CCC(CO)(Cc2cccc(C(F)(F)F)c2)CC1
 : 1603	1538
O=C(CCn1nc(-c2ccccc2)c2ccccc2c1=O)Nc1cccnc1
 : 1613	1439
COCC(=O)Nc1cc(Cl)ccc1C
 : 1696	1608
Cn1cc(S(=O)(=O)N2CCCC(C(=O)O)C2)cn1 (stereo not drawn)
 : 1695	1526
C=CCNC(=O)Nc1ccc2nc(C)sc2c1
 : 1803	1563
CN(C)CCOC(c1ccc(Cl)cc1)c1ccccn1 (stereo not drawn)
 : 1521	1486
O=C(Nc1ccc(Cl)cc1)c1ccc(Br)cc1F
 : 1913	1593
COc1cc(C=C2C(=O)OC(C)(C)OC2=O)ccc1OCC(=O)Nc1ccccc1
 : 2062	1633
CCN(CC)S(=O)(=O)c1ccc(/C=C/C(=O)Nc2ccc(F)cc2F)cc1
 : 1742	1586
COC(=O)Nc1nnc(/C=C/c2ccccc2)s1
 : 1873	1404
O=C(CSc1nc2cc(Cl)ccc2s1)NC1CCCc2ccccc21 (stereo not drawn)
 : 1642	1422
COC(=O)Cc1ccc(NC(=S)N2CCN(c3cccc(O)c3)CC2)cc1
 : 1766	1718
CC(C)[C@H](NC(=O)c1ccco1)C(=O)OCC(=O)N1CC(=O)Nc2ccccc21
 : 1594	1409
Cn1c(=O)cc(SCC(=O)NCCC2=CCCCC2)c2cc(Cl)ccc21
 : 1859	1619
O=C(O)[C@H]1CCCC[C@H]1C(=O)Nc1cc([N+](=O)[O-])ccc1F
 : 1738	1684
CC(C)C(=O)NC(NC(=S)Nc1ccc(S(N)(=O)=O)cc1)C(Cl)(Cl)Cl (stereo not drawn)
 : 1773	1540
CN1CCN(C(=S)C(=O)Nc2ccccc2)CC1
 : 1745	1564
O=C(/C=C/c1ccccc1F)c1cccc([N+](=O)[O-])c1
 : 1756	1612
Cc1nn(C)c(C)c1Nc1ccc(N2C(=O)C3CC=CCC3C2=O)cc1[N+](=O)[O-] (stereo not drawn)
 : 1781	1582
CCC(C)NC(=O)c1cc(OC)c(OC)c(OC)c1 (stereo not drawn)
 : 1955	1526
O=C(CC1SC(=Nc2ccc(OC(F)F)cc2)N(CCN2CCOCC2)C1=O)Nc1ccc(F)cc1F (stereo not drawn)
 : 1774	1587
Cc1cc(C)nc(NS(=O)(=O)c2ccc(N3Cc4ccccc4C3=O)cc2)n1
 : 1876	1655
CS(=O)(=O)N1CCC(C(=O)N2CCN(c3ccccc3)CC2)CC1
 : 1900	1601
Cc1noc(NS(=O)(=O)c2ccc(N/C=C\C(=O)c3ccc(F)cc3)cc2)c1C
 : 1455	1424
CCOC(=O)c1c(NC(=O)C(=O)N/N=C/c2ccccc2O)sc2c1CCCCC2
 : 1889	1511
O=C(Nc1nc(-c2ccccc2)nc2ccccc12)c1ccc(F)cc1
 : 1991	2774*
COc1ccc(N(CC(=O)Nc2cc(OC)ccc2OC)S(C)(=O)=O)cc1
 : 1693	1529
O=C(COc1ccc(S(=O)(=O)N2CCCC2)cc1)Nc1ccc2c(c1)OCCO2
 : 1886	1479
COc1ccc(S(=O)(=O)Nc2cccc(N(C)S(C)(=O)=O)c2)cc1C
 : 1874	1559
Oc1ccc(NC(=S)N=Nc2c(O)[nH]c3ccc(Br)cc23)cc1
 : 1539	1493
O=C(NC1CCCCC1)c1sc(N2CCOCC2)nc1-c1ccccc1
 : 1815	1657
O=C(N/N=C/c1cccc(F)c1)NC1CCCCC1
 : 2092	1570
OCCN1CCN(CC(O)C(F)(F)F)CC1 (stereo not drawn)
 : 1644	1539
COc1ccccc1OCC(=O)NNC(=O)Nc1ccc(Cl)cc1
 : 1782	1454
O=C(COC(=O)c1ccc(Cl)c(S(=O)(=O)N2CCCCC2)c1)NCC1CCCO1 (stereo not drawn)
 : 1983	1513
O=C(NC(CSSCC(NC(=O)c1ccccc1)C(=O)O)C(=O)O)c1ccccc1 (stereo not drawn)
 : 1880	1385
C/C(=N\NC(=O)c1ccc(Cn2cc([N+](=O)[O-])cn2)o1)c1cccc(NC(=O)C(C)C)c1
 : 1890	1620
Cc1c(Cc2ccccc2)c(=O)oc2cc(OCC(=O)c3ccccc3)ccc12
 : 1484	1413
C/C=C/C(=O)OCC(=O)Nc1cc(OC)c([N+](=O)[O-])cc1C
 : 2191	1456

Brought forward from above: two entries, followed by the next part.
Every second line gives: SRC1 TRFRET art	SRC3 TRFRET art
Cc1c(Cc2ccccc2)c(=O)oc2cc(OCC(=O)c3ccccc3)ccc12
 : 1484	1413
C/C=C/C(=O)OCC(=O)Nc1cc(OC)c([N+](=O)[O-])cc1C
 : 2191	1456
COc1ccc(-c2nnc(SCC(=O)Nc3cc(C)on3)o2)cc1
 : 1931	1541
CC1=CC(=O)C=C(C)C1=NOc1ccccc1[N+](=O)[O-]
 : 1781	1524
O=C(O)CCCn1cc(NC(=O)COc2ccc([N+](=O)[O-])cc2)cn1
 : 1693	1449
COc1ccc(/C=C/C(=O)OCC(=O)NCCC2=CCCCC2)cc1
 : 1769	1389
COc1cc2c(cc1NC(=O)/C=C/c1cc(OC)c(OC)c(OC)c1)oc1ccccc12
 : 1455	1537
CC(=O)Nc1ccc(NC(=O)C2CCCN2S(=O)(=O)c2cccc3nsnc23)cc1 (stereo not drawn)
 : 1836	1565
CC(=O)Nc1ccc(S(=O)(=O)Oc2ccc3c(c2)C(C)=CC(C)(C)N3)cc1
 : 1840	1474
O=C(/C=C/c1cccs1)c1ccc(N2CCOCC2)cc1
 : 1557	1348
O=C(CN1CCC(C(=O)c2cccc(F)c2)CC1)NCc1cccs1
 : 2079	1632
CCC(C)NC(=S)Nc1ccc2nc(N3CCN(CC)CC3)cc(C)c2c1 (stereo not drawn)
 : 1753	1556
CCOC(=O)c1c(NC(=O)CCC(=O)O)sc2c1CC(C)(C)OC2
 : 1618	1523
COCc1ccc(CN2CCc3c([nH]c4ccccc34)C2C(C)(C)C)o1 (stereo not drawn)
 : 1829	1541
O=C(CSCc1ccccc1F)NCc1ccccc1
 : 1575	1438
CC(/C=N/N1CCN(c2ccccn2)CC1)=C\c1ccccc1
 : 1517	1519
Cc1ccc(C)c(CSc2nc3ccncc3n2CC(=O)Nc2ccc(C)c(C)c2)c1
 : 1636	1472
O=C(O)Cc1ccc(NC(=O)c2ccc(Cl)c(Cl)c2)cc1
 : 1899	1556
O=C(Cc1ccc(S(=O)(=O)N2CCCCC2)s1)Nc1ccc(F)c(F)c1
 : 1530	1703
O=C(N/N=C/c1ccc([N+](=O)[O-])cc1)c1ccc(COc2ccccc2-c2ccccc2)cc1
 : 1469	1172
CCN(CC)C(=O)c1sc2nc(Cc3ccccc3)[nH]c(=O)c2c1C
 : 1515	1405
Cn1c(C(=O)NCCc2ccccc2)cc(=O)n(C)c1=O
 : 1615	1510
COc1ccc(Nc2nc(NN)nc(C)c2[N+](=O)[O-])cc1
 : 2057	1512
COc1ccc(OC)c(Nc2ncnc3sc(-c4ccccc4)cc23)c1
 : 1999	1705
COc1ccc(NC(=O)CCSc2ccc(C)cc2)cc1S(=O)(=O)Nc1ccccc1Cl
 : 1705	1668
CC1CCC(NC(=O)CN2C(=O)COc3ccc(S(=O)(=O)N4CCCC4)cc32)CC1 (stereo not drawn)
 : 2086	1688
N#Cc1ccc(OCC(=O)N/N=C/C2CC=CCC2)cc1 (stereo not drawn)
 : 1949	1555
COC(=O)CSc1cc([N+](=O)[O-])cc2c1c(C1OCCO1)nn2-c1ccccc1
 : 1764	1575
COc1ccccc1Nc1nc(NCC2CCCO2)c2ccccc2n1 (stereo not drawn)
 : 2068	1907
Cc1ccc(C(=O)N[C@H](C(=O)OCC(=O)c2ccc[nH]2)C(C)C)cc1
 : 1503	1677
COc1ccc(N2CCN(c3oc(COc4ccccc4)nc3C#N)CC2)cc1
 : 1885	1584
Cc1nn(C)c(Cl)c1S(=O)(=O)N1CCC(CO)(CCc2ccccc2)CC1
 : 1799	1427

A different layout for some results above.
mol,SRC1 TRFRET art,SRC3 TRFRET art
COc1ccc(N2CCN(c3oc(COc4ccccc4)nc3C#N)CC2)cc1,1885,1584
COc1ccccc1Nc1nc(NCC2CCCO2)c2ccccc2n1 (stereo not drawn),2068,1907
O=C(O)Cc1ccc(NC(=O)c2ccc(Cl)c(Cl)c2)cc1,1899,1556

Other compounds:
Every second line gives: SRC1 TRFRET art	SRC3 TRFRET art
O=C(O)c1ccccc1-c1ccccc1C(=O)Nc1cccc(O)c1
 : 1791	1659
Cc1ccc(CN2CCN(CCCc3ccccc3)CC2CCO)cc1 (stereo not drawn)
 : 1662	1610
COc1ccc(Cc2noc(CN3CCN(C4CCc5ccccc5C4)CC3)n2)cc1OC (stereo not drawn)
 : 1995	1506
Cc1ccc(S(=O)(=O)N2CCCCC2)cc1NC(=O)Cn1ccc(C(F)(F)F)n1
 : 1984	1517
COC(=O)c1ccc(COc2ccccc2/C=N/Nc2cccc(C(=O)O)c2)cc1
 : 1718	1687
Cc1ncoc1C(=O)N1CCCC(C(=O)c2ccc(-c3ccccc3)cc2)C1 (stereo not drawn)
 : 1723	1632
NS(=O)(=O)c1ccc(O)c(NC(=O)c2ccc([N+](=O)[O-])cc2)c1
 : 1934	1636
COc1ccc(N=C2NC(=O)/C(=C\c3ccco3)S2)cc1
 : 1980	1637
O=C(/C=C/c1c(F)cccc1Cl)Nc1nc2ccccc2[nH]1
 : 1734	1442
CCOC(=O)C1=C(N)Oc2cc(C)n(C)c(=O)c2C1c1ccncc1 (stereo not drawn)
 : 1702	1624
CC(C)N1C(=O)CCN(C=O)c2ccccc21
 : 1648	1557
CC(=O)CCS(=O)(=O)c1ccc(C)c(C)c1
 : 1874	1563
COCCNc1nc2nonc2nc1N(C)Cc1cccc2cnccc12
 : 1838	1514
Cc1cc(=O)[nH]c2c1c(C)nn2-c1ccccc1
 : 2093	1605
CSc1ccccc1C(=O)Nc1cc([N+](=O)[O-])ccc1C
 : 1893	1655

Retrieved by structure from the list above (2):
Every second line gives: SRC1 TRFRET art	SRC3 TRFRET art
O=C(/C=C/c1c(F)cccc1Cl)Nc1nc2ccccc2[nH]1
 : 1734	1442
COc1ccc(N=C2NC(=O)/C(=C\c3ccco3)S2)cc1
 : 1980	1637

Other structures follow.
Every second line gives: SRC1 TRFRET art	SRC3 TRFRET art
C=CCn1c(=NC(=O)c2cc(-c3cccs3)nc3ccccc23)sc2cc(S(N)(=O)=O)ccc21
 : 1639	2319*
Cc1ccc(CC(=O)NC2CCSC2=O)cc1 (stereo not drawn)
 : 1724	1592
COc1ccc(NC(C)=O)c(C)c1
 : 1957	1516
CSc1nnnn1-c1ccc(Cl)cc1
 : 1767	1520
C=CCNC(=O)c1c(Cl)nc(C)c([N+](=O)[O-])c1C
 : 1934	1511
Cc1[nH]c2ccccc2c1C(=O)C(=O)NCCc1ccc(S(N)(=O)=O)cc1
 : 1707	1674
COc1ccc(/C=C/C(=O)NCc2cccnc2)cc1
 : 1841	1566
CCN(CC)S(=O)(=O)c1ccc(NC(=O)COC(=O)CNS(=O)(=O)/C=C/c2ccccc2)cc1
 : 1973	1475
COC(=O)N/N=C/c1ccc(-c2ccc(Cl)c(Cl)c2)o1
 : 1894	1705
O=C(CCc1ccccc1)N/N=C/c1cccc(O)c1
 : 1931	1389

A portion of the library. The share of hits here may be higher or lower than overall.
